Bioassay records: PubChem, several laboratories
STK33 kinase inh: inhibitors of purified STK33 kinase, primary screen, biochemical, ADP-Glo luminescence, homogeneous, cell-free. Serine/threonine-protein kinase 33 (Homo sapiens), Q9BYT3. MBP phosphorylation. inhibition, % at 10 µM. 320,000 compounds, 0.073% hits;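 active means inhibition at or above 25%, using the most active replicate where run in duplicate; inactive means inhibition below 25%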
Target sequence (Q9BYT3 whole entry, looked up): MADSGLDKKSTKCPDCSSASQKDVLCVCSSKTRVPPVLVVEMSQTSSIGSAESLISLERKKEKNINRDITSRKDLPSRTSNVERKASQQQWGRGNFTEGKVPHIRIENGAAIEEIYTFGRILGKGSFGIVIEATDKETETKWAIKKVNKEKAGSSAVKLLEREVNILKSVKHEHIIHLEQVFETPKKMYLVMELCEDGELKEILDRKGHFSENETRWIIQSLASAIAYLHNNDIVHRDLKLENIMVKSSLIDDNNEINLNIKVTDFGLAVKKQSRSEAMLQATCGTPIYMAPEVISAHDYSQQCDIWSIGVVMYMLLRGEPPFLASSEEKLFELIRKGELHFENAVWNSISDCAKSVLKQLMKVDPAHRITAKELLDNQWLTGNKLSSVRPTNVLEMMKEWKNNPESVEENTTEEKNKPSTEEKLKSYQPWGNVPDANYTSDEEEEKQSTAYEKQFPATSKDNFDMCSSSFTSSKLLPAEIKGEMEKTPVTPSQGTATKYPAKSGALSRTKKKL
Kir21 inh: inhibitors of mouse Kir2.1 inward-rectifier potassium channel. Inward rectifier potassium channel 2 (Mus musculus), P35561. HEK293-Kir2.1, FluxOR thallium flux fluorescence; active compounds read low. B-score at 10 µM. 310,000 compounds, 0.85% hits. AID 1672, 2009;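 active means fluorescence ratio B-score at or below minus 3 SD of library scores, with starting-brightness B-score within 2 SD, cut at about -4.2 in these data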;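 further: channel flux triggered by added potassium and thallium sulfate stimulus; B-score of peak minus minimum fluorescence over baseline after thallium stimulus; more negative B-score means stronger Kir2.1 block with less thallium influx; some compounds called inactive have numbers as strong as hits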
Target sequence (P35561 whole entry, looked up): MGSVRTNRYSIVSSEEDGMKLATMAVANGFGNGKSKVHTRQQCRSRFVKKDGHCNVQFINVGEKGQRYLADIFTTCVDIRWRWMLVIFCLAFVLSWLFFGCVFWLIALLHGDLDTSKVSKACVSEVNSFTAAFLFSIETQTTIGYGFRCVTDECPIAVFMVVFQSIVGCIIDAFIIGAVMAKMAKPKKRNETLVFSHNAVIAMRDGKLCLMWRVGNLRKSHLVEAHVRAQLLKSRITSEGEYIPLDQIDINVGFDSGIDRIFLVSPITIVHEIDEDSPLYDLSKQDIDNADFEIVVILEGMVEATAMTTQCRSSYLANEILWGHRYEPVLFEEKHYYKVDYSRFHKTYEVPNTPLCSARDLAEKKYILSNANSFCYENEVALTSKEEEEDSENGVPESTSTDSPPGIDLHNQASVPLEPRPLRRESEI
The depositor's hits bear a star; . = no result given.

Second line of a record – STK33 kinase inh, Kir21 inh
O=C(CCC1N=C2c3ccccc3N=C(SCc3cccc(Cl)c3)N2C1=O)NCc1ccco1 (stereo not given)
    -0.7, 0.24
O=C(CCCC(=O)N(c1ccc2c(c1)OCCO2)C(C(=O)NC1CCCCC1)c1ccc(Cl)cc1)Nc1ccccn1 (stereo not given)
    0.5, -1.19
COc1ccc(NC(=O)C2CCC(CNS(=O)(=O)c3csc(C(N)=O)c3)CC2)cc1OC (stereo not given)
    -1.8, 0.11
Cc1ccc(-n2nc3c(=O)n(CC(=O)NCc4ccc(C)o4)nc(C)c3c2C)cc1
    -0.1, -0.2
O=[N+]([O-])c1cccc(S(=O)(=O)Nc2ccc(S(=O)(=O)Nc3nccs3)cc2)c1
    -1.0, 0.07
C[C@@H]1CCCCCCCCC(=O)OCCN1C(=O)OC(C)(C)C
    0.6, .
CCOC(=O)c1ccccc1N/C=C/C(=O)c1ccccc1
    -0.3, 0.31
CCOc1ccc2c(c1)c(N=NC(=N)N)c(O)n2C
    2.2, 1.13
CCOc1ccc(N(C(=O)CNC(=O)c2ccco2)C(C(=O)NC2CCCC2)c2ccncc2)cc1 (stereo not given)
    3.1, 1.07
COc1ccc(/C=C/C(=O)NC(=S)NNC(=O)c2cccs2)cc1OC
    -2.8, 0.21
CC1=CC(C)(C)NC(=S)N1c1cc(C)cc(C)c1
    -1.2, -2.5
COc1cccc(C(=O)NC(=S)Nc2ccc3[nH]c(=O)[nH]c3c2)c1
    -1.0, 0.04
CN(C)CCCNc1cc(C(C)(C)C)nc2c(-c3ccc(Cl)cc3)cnn12
    6.5, -0.27
O=C(/C=C/c1ccco1)N1CCc2ccccc21
    6.1, 0.17
CC(OC(=O)c1ccncc1)C(=O)Nc1cccc(Cl)c1 (stereo not given)
    -0.3, 1.15
Cc1ccc(-n2nc3c(=O)n(C(C)C(=O)NCCCc4ccccc4)nc(C)c3c2C)cc1 (stereo not given)
    0.3, -1.47
COc1cccc(CC2(CO)CCCN(CC3=Cc4cc(Cl)ccc4OC3)C2)c1 (stereo not given)
    -1.1, -0.04
COc1cccc(NC(=O)[C@@H](NC(=O)N2CCn3c2nc2ccccc23)C(C)C)c1
    -1.9, -0.16
O=C(Nc1cccnc1)c1sc(Nc2ccccc2F)nc1-c1ccccc1
    -1.7, -0.06
CC(C)c1ccc(N(CC(=O)NCCc2ccccc2)C(=O)c2csnn2)cc1
    -0.4, -0.3
O=C(CCNS(=O)(=O)c1cccc2nonc12)NCc1cccs1
    0.9, 0.62
Cc1ccc(S(=O)(=O)N2CCN(C(=O)COC(=O)CCCOc3ccccc3)CC2)c(C)c1
    -2.5, .
CN1CCN(NC(=O)c2cn(-c3ccccc3)nc2-c2cccc(Br)c2)CC1
    0.1, -1.07
COc1ccccc1N1CCN(C(=O)C2CCCN(c3ncnc4c3nc3n4CCCCC3)C2)CC1 (stereo not given)
    2.8, 1.95
Cc1oc(-c2ccc(Cl)cc2)cc1C(=O)/C(C#N)=C/Nc1ccccc1
    -0.9, 0.08
CCCCC(c1nnnn1C1CCCC1)N1CCN(C2CCCCC2)CC1 (stereo not given)
    0.7, -0.3
Cc1cc(=O)c(C(=O)O)cn1Nc1ccc(F)cc1
    -0.7, -0.72
NC(N)=N/N=C/c1ccc(Cl)c(Cl)c1
    -0.7, -5.01*
CN1C(=O)C(=O)/C(=C(/O)c2ccc(Br)cc2)C1c1ccc(F)cc1 (stereo not given)
    -0.1, 2.38
Cc1cccn2c(=O)c3cc(C#N)c(=NC(=O)c4cccs4)n(CC(C)C)c3nc12
    -1.3, -1.48
COc1ccc(NC(=O)COC(=O)/C=C/c2ccc(OC)c(S(=O)(=O)N3CCOCC3)c2)cc1
    -0.6, -0.02
CC(C)(C)NC(=O)c1cc(F)c(F)cc1Cl
    -0.4, 1.26
C/C(=N\Nc1cccc(C(F)(F)F)c1)c1ccc(O)cc1
    -1.1, 1.03
CC1Oc2ccccc2N(CC(=O)N2CCCc3ccccc32)C1=O (stereo not given)
    1.0, -2.86
Cc1ccc(C(=O)N/N=C/c2ccc(OC(=O)c3ccccc3Cl)cc2)cn1
    0.7, -0.29
CCN(CC)CCn1c2ccccc2c2cnc(N=CN(C)C)c(C#N)c21
    1.3, 1.41
C/C=C/C(=O)OCC(=O)Nc1cc(-c2cc(C)c(C)cc2C)nn1-c1ccccc1
    -2.3, -0.69
COc1cccc(NC(=O)CN(C)C(=O)c2cc(S(=O)(=O)NCc3ccccc3)ccc2C)c1
    -1.2, 0.34
CC(=O)Nc1ccc(NC(=O)COc2ncnc3ccccc23)cc1
    -1.2, 0.62
COc1ccccc1NCC(=O)N/N=C/c1cccnc1
    -0.6, -0.79

7 structures already listed, arranged by count of non-hydrogen atoms, falling.
Second line of a record – STK33 kinase inh, Kir21 inh
COc1ccccc1N1CCN(C(=O)C2CCCN(c3ncnc4c3nc3n4CCCCC3)C2)CC1 (stereo not given)
    2.8, 1.95
COc1ccc(NC(=O)COC(=O)/C=C/c2ccc(OC)c(S(=O)(=O)N3CCOCC3)c2)cc1
    -0.6, -0.02
Cc1ccc(C(=O)N/N=C/c2ccc(OC(=O)c3ccccc3Cl)cc2)cn1
    0.7, -0.29
CCCCC(c1nnnn1C1CCCC1)N1CCN(C2CCCCC2)CC1 (stereo not given)
    0.7, -0.3
Cc1oc(-c2ccc(Cl)cc2)cc1C(=O)/C(C#N)=C/Nc1ccccc1
    -0.9, 0.08
CC(=O)Nc1ccc(NC(=O)COc2ncnc3ccccc23)cc1
    -1.2, 0.62
NC(N)=N/N=C/c1ccc(Cl)c(Cl)c1
    -0.7, -5.01*

(more compounds)
Second line of a record – STK33 kinase inh, Kir21 inh
NC(=O)CSc1nc2cc3c(cc2c(=O)n1CCCC(=O)NCc1ccc2c(c1)OCO2)OCO3
    0.2, -1.83
CCOc1ccc(C2C(C(=O)c3cccs3)=C(O)C(=O)N2Cc2cccnc2)cc1 (stereo not given)
    -4.0, 0.02
O=c1c2c(nc3n1CCCCC3)-c1ccccc1CC21CCCCC1
    -0.1, -1.11
CCc1cc2c(=O)n(-c3ccccc3)c(SCC(=O)O)nc2s1
    -1.8, 0.89
Cc1ccc(OCC(=O)Nc2cc(C)on2)c([N+](=O)[O-])n1
    -0.9, -2
CCN(CC)S(=O)(=O)c1ccc(N2CCOCC2)c(NC(=O)c2cccc(C#N)c2)c1
    0.1, -0.56
COc1ccc(-c2cn(CCC(=O)O)c(C)n2)cc1
    -1.6, .
CC(=O)Nc1c(O)nc(SCC(=O)Nc2ccc(C(C)=O)cc2)[nH]c1=O
    -2.6, 0.58
COc1cc(C(=O)Nc2ccc(NC(=O)c3ccccc3)nc2)cc(OC)c1OC
    1.2, -0.64
COCCCn1c(SCC(=O)N2CCCCC2C)nnc1-c1ccco1 (stereo not given)
    -0.5, -0.18
O=C(NCCN1CCOCC1)c1cc(-c2cccc(O)c2)on1
    1.0, -1.34
CCOC(=O)N1CCN(C(=S)Nc2cc(S(=O)(=O)N3CCOCC3)ccc2Cl)CC1
    -1.0, -0.07
COc1ccc(-c2csc(NC(=O)c3ccc(S(=O)(=O)N4CCc5ccccc5C4)cc3)n2)c(OC)c1
    -3.0, 0.14
CN(CC(=O)Nc1ccc(Cl)c(C(F)(F)F)c1)C(=O)C1CSC2(C)CCC(=O)N12 (stereo not given)
    1.3, 0.99
CCC(NS(=O)(=O)c1ccc(C)cc1)C(=O)N1CCN(c2ccccn2)CC1 (stereo not given)
    -2.8, 0.96
CCOC(=O)c1c(C)nc2sc(C(N)=O)c(N)c2c1-c1ccc(OC)cc1
    2.3, -1.08
CN(C)S(=O)(=O)c1cccc2nsnc12
    -0.5, 0.21
O=C1Nc2ccc(F)cc2C12Nc1ccccc1-c1nnc(SCc3ccccc3F)nc1O2 (stereo not given)
    1.2, 0.05
CCOc1ccc(-c2ccc(/C=C3/C(=N)N4C=CSC4=NC3=O)o2)c([N+](=O)[O-])c1
    -1.5, 0.21
COC(C[C@H]1O[C@@H]1[C@@H](O)[C@H](C)OCc1ccccc1)OC
    ., 0.16
Cc1ccc(-c2nc(CSCC(=O)N3CCCC3)c(C)o2)cc1
    -1.1, 0.22
CCC(c1nnnn1Cc1ccc(OC)cc1)N1CCN(C(=O)c2ccco2)CC1 (stereo not given)
    0.6, -0.02
NC(=O)c1ccsc1NC(=O)COC(=O)c1ccc(Cl)c(N)c1
    1.0, 2.33
COc1cccc(OC)c1NC(=O)C1CCCN1C(=O)NCc1ccccc1 (stereo not given)
    2.3, -1.15
COC(=O)[C@@H]1C[C@@]2(O)[C@@H](O)[C@@H](O)[C@@H](O)C[C@H]2N1Cc1ccc(C(F)(F)F)cc1
    -0.8, 1.92
O=C(O)c1ccc(-c2nnn(Cc3ccccc3F)n2)cc1
    0.5, 0.28
COc1ccc2c(c1)C(=O)N(c1ccc(C)cc1C)C(=O)C2
    -0.8, -0.62
COc1cccc(NC(=O)C2C3C=CC4(O3)C2C(=O)N(CCN2CCCCC2)C4C(=O)NC2CCCCC2C)c1 (stereo not given)
    -1.1, -0.67
CN1C(=O)c2ccc(C(=O)Nc3ccc(Br)cn3)cc2C1=O
    -0.5, -1.3
O=C(O)Cc1ccc(NC(=O)Nc2ccc(Br)cc2)cc1
    -3.6, 1.32
COc1ccc(C(=O)N2CCC(n3nccc3NC(=O)C3CC3)CC2)cc1F
    1.0, 0.32
COc1ccc(C2C(C#N)=C(C)NC3=C2C(=O)CC(C)(C)C3)cc1 (stereo not given)
    -0.7, -0.2
COc1ccccc1CNC(=O)CC(C)C
    -1.0, -0.08
CCCCc1ccc(NC(=O)CSc2nc(=O)n(CCN(C)C)c3c2CCC3)cc1
    -1.3, -0.68
CC(=O)c1ccccc1NC(=O)COC(=O)/C(=C/c1ccccc1)n1nnnc1C
    -1.5, -2.57
Oc1ccc(Br)cc1/C=N/NC(=S)NCCc1ccccc1
    -0.8, 0.61
CC(C)CN(CCCNC(=O)CN1N=C(c2ccc(Cl)cc2)CCC1=O)CC(C)C
    -0.6, -0.41
COC(=O)c1sccc1NC(=O)c1ccc(C)s1
    3.3, 0.12
Fc1ccc(Oc2cc(N3CCOCC3)nc(-c3ccccc3)n2)c(F)c1
    0.8, 0.08
Cc1ccc(C(=O)OCC(=O)c2c[nH]c3ccccc23)cc1S(=O)(=O)N1CCCCC1
    2.5, 0.99
O=C1CCN1C1(C(=O)NC2CCCCC2)CCCC1
    -1.1, -2.18
Nc1cccc2c1C(=O)N(C(=O)c1ccco1)C2=O
    0.7, -0.08
CCOC(=O)C1CCCN(c2c(N3CCN(C)CC3)c(=O)c2=O)C1 (stereo not given)
    -0.6, -1.31
Cn1c(=O)c2c(ncn2CCNC2=NCCCCC2)n(C)c1=O
    0.7, -0.09
CCN(CC)C(=O)Cn1cc(C(=O)C(=O)NCc2ccccn2)c2ccccc21
    2.6, 0.05
CC1CCN(c2ccc3nnc(CCC(=O)NCC(C)c4ccccc4)n3n2)CC1 (stereo not given)
    -0.1, -0.45
O=S(=O)(NCCc1cn2ccccc2n1)c1ccc2c(c1)CCCC2
    -1.6, 0.82
COc1ccc(OC)c(CCNC(=O)C2CCN(c3nnc(-n4cccc4)s3)CC2)c1
    -0.9, 1.03
Cc1ccccc1NS(=O)(=O)c1ccc(C(=O)N2CC(C)OC(C)C2)cc1 (stereo not given)
    0.0, 0.32
O=C(Nc1ccc2c(c1)oc1ccccc12)c1ccncc1
    1.1, 2.46
Cc1nc(N)c(C#N)c(-c2cccnc2)c1-c1ccccc1
    0.7, -0.18
CN(C)c1ccc(C(=O)Nc2nnc(-c3ccc(Cl)cc3)o2)cc1
    -1.2, -0.75
Cc1ccc(S(=O)(=O)Cn2nnnc2C(c2ccccc2)N2CCN(c3ncccn3)CC2)cc1 (stereo not given)
    -1.0, -0.13
O=C(Nc1cccc(C(=O)O)c1)/C(=C\c1ccc(F)cc1)NC(=O)c1ccco1
    -0.8, 0.23
CN(CCc1cn[nH]c1)Cc1nc(Cc2ccccc2F)no1
    0.7, -1.22
Nc1c(S(=O)(=O)c2cccs2)c2nc3ccccc3nc2n1Cc1ccccc1
    -1.9, -1.43
CCn1ncc(Cl)c1C(=O)NC(C)c1ccccc1 (stereo not given)
    -1.9, 1.16
O=C(CSc1ncccn1)n1c2c(c3ccccc31)CCCC2
    -0.6, -0.87
CC(Oc1ccccc1)C(=O)N1CCN=C1SCc1ccccc1 (stereo not given)
    -1.4, 0.11
CCc1cc(C(=O)c2ccc(OC)cc2)c(NC(=O)CN2CCN(C)CC2)s1
    10.2, -0.37

Additional entries
Second line of a record – STK33 kinase inh, Kir21 inh
COc1cccc(CNC(=O)c2cccnc2Sc2ccc(C)cc2C)c1
    1.6, -1.41
CS(=O)(=O)c1ccccc1-c1nnc(NC(=O)c2ccc3ncsc3c2)o1
    -0.5, 1.3
Cc1cccc(NC(=O)c2cccnc2)c1C
    -2.0, 0.64
CC(=O)c1c(C)[nH]c(C(=O)Nc2ccc(F)cc2F)c1C
    -2.2, -0.84
COc1cc(OC)cc(C(=O)NCC(=O)OCC(=O)Nc2ccc3c(c2)OCO3)c1
    -1.7, 2.34
O=C(COc1cccc(Oc2ccccc2)c1)Nc1ccc(SC(F)F)cc1
    -0.3, 0.74
Cc1ccc([N+](=O)[O-])cc1-c1ccc2cccc(C)c2n1
    -0.1, -0.57
O=C1NN(c2ccccc2)C(=O)/C1=C/c1ccc(-c2cccc(C(=O)O)c2)o1
    -6.8, 0
Cc1cc(C)nc(N2CCCC(C(=O)NCc3cccs3)C2)n1 (stereo not given)
    -0.9, -0.26
C=CCc1cccc2cc(C(=O)NCCOC)c(=O)oc12
    0.4, 0.05
O=C1N/C(=C/c2ccc(N3CCOCC3)o2)C(=O)N1c1ccccc1
    -0.2, .
